Screens (PubChem)
Cneo AK release – causes C. neoformans cell lysis; adenylate kinase release luminescence, 4 h; normalised: neutral wells 0, clomiphene wells 100; 0.2% of 360,000 active; AID 651654; lysis activity, % at 15 µM;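 active = mean lysis activity across replicates of at least 80%, whatever share of replicates individually reach that level; inactive = mean lysis activity below 80%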
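Material: C. neoformans cells; Schedule: 4 h static compound exposure, 37 °C, read 1 h post-reagent; Measured by: adenylate kinase release luminescence; Read-out: signal increase indicating cell lysis; Controls: Clomiphene as positive lysis control.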
LGR2 inh – Drosophila LGR2 receptor signaling inhibition; HEK293 LGR2, CRE-luciferase, bursicon-stimulated, 4 h; inhibition, % at 9.99 µM; 0.35% of 380,000 active; AID 720647;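 active = drop in luminescence signal, shown as inhibition above about 50% in the replicate tests, limit read from the data, passing the limit was not always enough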;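 note: agonist challenge used bursicon conditioned medium at about half maximal strength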
PAX8 inh HTS – PAX8 transcriptional activity inhibition; inhibition, % at 12.6 µM; 1.2% of 360,000 active; RMG-I TPO-luciferase reporter, SteadyGlo, 24 h;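 active = mean replicate inhibition at least 60% with every replicate also reaching 60%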;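 note: luciferase light reporting Pax8 driven TPO promoter activity; plate controls were median of neutral control wells for no effect and mitoxantrone controls for full effect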
PGC1a acetyl inh – modulators of PGC1a acetylation | 0.17% of 350,000 active | inhibition, % at 15.6 µM | U2OS PGC1a acetylation, AlphaScreen anti-acetyl-lysine; with virally co-expressed GCN5 acetyltransferase | AID 651687;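 active = every replicate shows inhibition of at least 40%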;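 note: 0% = neutral control wells and 100% = positive control wells; some results beyond the cut were filed as inactive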
FN deposition inh – fibronectin deposition inhibition; AH1F fibroblasts, Alexa488-fibronectin deposition fluorescence, overnight; inhibition, % at 12.6 µM; 0.086% of 350,000 active; AID 743247;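 active = mean inhibition across replicates of 30% or more, regardless of how many single replicates reach that level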;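 note: positive control wells lacked labelled fibronectin entirely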
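Material: AH1F fibroblasts assembling fluorescent fibronectin matrix; amount: 10000 AH1F cells/well; medium: DMEM, 2% serum; reagent: Alexa488-fibronectin, 24 nM final in well; dosing: single compound dose, delivered by pin transfer; incubation: 1 h adhesion, overnight exposure; detection: fluorescence after three HBSS washes, excitation 485 nm, emission 525 nm; measure: fibronectin deposition inhibition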
CASP6 VEID inh – blocks human caspase-6 cleavage activity. P55212. purified caspase-6, Z-VEID-R110 cleavage fluorescence. inhibition, % at 12.5 µM. 0.53% of 350,000 active;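 active = mean inhibition across replicates at least about 35%, with every replicate also reaching that limit, limit read from the data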;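 note: 0% = median of neutral control wells and 100% = no fluorescence left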
Target sequence (P55212 24-179 limits assumed): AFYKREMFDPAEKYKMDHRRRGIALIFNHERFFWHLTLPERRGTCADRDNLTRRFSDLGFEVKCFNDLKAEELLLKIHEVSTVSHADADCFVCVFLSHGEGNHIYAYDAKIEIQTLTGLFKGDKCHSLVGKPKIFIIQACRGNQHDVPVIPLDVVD
Target sequence (P55212 194-293 limits assumed): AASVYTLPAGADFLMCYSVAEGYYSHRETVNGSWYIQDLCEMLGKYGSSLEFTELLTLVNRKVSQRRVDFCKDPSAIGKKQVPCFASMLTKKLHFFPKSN
EWS-Fli block – inhibitors of EWS/Fli oncoprotein transcriptional activity | A673 NR0B1-luciferase reporter, viability-normalised | inhibition, % at 12.6 µM | 0.67% of 350,000 active | AID 651661;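 active = mean inhibition of at least 50% after viability correction, with every replicate also passing that limit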;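 note: firefly luciferase signal divided by Alamar Blue viability fluorescence both relative to DMSO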
miR122 inh – inhibitors of miR-122 in Huh7 cells. Huh7 miR-122 Renilla luciferase sensor, 48 h; neutral wells = 0, positive control = 100. activation (reporter increase), % at 12.5 µM. 0.3% of 340,000 active;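 active = mean replicate activation score at least 90 and every replicate individually at or above 90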;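 note: higher luciferase means less miR-122 activity so hits act as miR-122 inhibitors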
Active calls of the source: *; nt = no result given; & = joins results of further samples; [ ] = another dose, or the depositor's remark.

SMILES	Cneo AK release	LGR2 inh	PAX8 inh HTS	PGC1a acetyl inh	FN deposition inh	CASP6 VEID inh	EWS-Fli block	miR122 inh
O=C(/C=N\O)NCCCNCc1ccccc1	3	-6	nt	0	5	-7	nt	0
CCn1cc(SCC(=O)NC2CCCC2)c2ccccc21	1	0	-2	nt	-4	-2	nt	nt
Cc1ccc(OCC(=O)O)c(O)c1	nt	20	8	nt	-10	8	2	nt
CC(=O)Nc1ccc(S(=O)(=O)NCC(=O)NNC(=O)COc2ccccc2Cl)cc1	3	-2	9	nt	nt	3	-4	nt
O=C(CN1C(=O)CSc2ccc(S(=O)(=O)N3CCOCC3)cc21)NCCCN1CCCCC1	-1	9	-19	-1	-10	-12	3	17
N/C(=N\OC(=O)c1ccc(OCC(F)(F)F)nc1)c1ccc(Cl)cc1	3	-14	4	5	-1	-2	-16	-2
C[C@@H]1CN([C@H](C)CO)C(=O)c2cc(NC(=O)Nc3ccc4c(c3)OCO4)ccc2O[C@H]1CN(C)C(=O)Nc1ccc(C(F)(F)F)cc1	0	20	65*	5	8	0	-42	4[16.7 µM]
Cc1cc(C)n(CCOc2ccc(Cl)cc2Cl)n1	0	nt	1	-9	-7	nt	nt	-4
COc1ccc(C(=O)N/C(=C\c2cn(S(=O)(=O)N(C)C)c3ccccc23)C(=O)N2CCN(C)CC2)cc1OC	-1	-7	-9	nt	-3	1	11	0
CCOc1ccc(Cl)cc1S(=O)(=O)NCc1ccccn1	nt	nt	-12	4	0	-5	-1	nt
O=C(OCCc1cc2ccccc2c(=O)o1)N1CCOCC1	4	nt	-43	nt	0	-2	-10	nt
CN1CC2(C(=O)c3ccccc3)CN(C)CC(C(=O)c3ccccc3)(C1)C2	-1	nt	nt	-2	5	nt	nt	-9
COc1ccc(OC)c(S(=O)(=O)N/N=C(/C)c2c[nH]c3ccccc23)c1	3	-4	10	-3	4	-3	6	6
Cc1ccc(-c2cc3cccc[n+]3cc2-c2ccc(C)cc2)cc1	0	23	48	3	-15	-1	7	-5
COc1ccc(NC(=O)CN(C)C(=O)c2ccc(C)c(S(=O)(=O)N3CCCCC3)c2)cc1	0	-1	2	-3	-14	-202	2	36
CC(C)NC(=O)Nc1ccc2c(c1)C(=O)N([C@@H](C)CO)C[C@H](C)[C@H](CN(C)Cc1ccccc1)OCCCC[C@@H](C)O2	-3	-1	-2	-10	5	3	-2	18[16.7 µM]
COC(=O)C1=C[C@@H](C(=O)OC)[C@@H]2C3=C(C(=O)[C@@]2(C)NC(=O)c2ccccc2)[C@H](C)C(C(=O)OC)=C(C(=O)OC)[C@@H]3C1	-1	7	18	nt	7	1	-5	nt
O=C(C[C@H]1CC[C@H](NC(=O)Nc2ccc(F)cc2)[C@H](CO)O1)NCc1cccc(F)c1	-2	13	nt	-7	nt	-4	6	nt
COC(=O)c1ccc(/C=N/NC(=O)C(=O)NCC2CCCO2)cc1 (stereo unspecified)	nt	-8	-11	14	8	3	11	nt
CCCC(=O)Nc1ccc2c(c1)OC[C@H](C)N(C(=O)c1ccccn1)C[C@H](C)[C@H](OC)CN(C)C2=O	2	-1	-14	-1	1	1	-1	nt
CC1(C)CC(=O)C2=C(C1)c1c(ccc3ccccc13)NC2c1cc([N+](=O)[O-])cc([N+](=O)[O-])c1O (stereo unspecified)	nt	8	5	6	-3	20	11	nt
CCN(CC)c1ccc(NC(=O)Cn2cc3c(n2)CCC(C)C3)c(C)c1 (stereo unspecified)	1	-21	9	nt	5	-2	2	nt
CNc1nc2ccccc2n1N	nt	23	2	nt	2	3	-5	nt
OC[C@@H]1CN(Cc2cccc3ccccc23)C[C@H](n2cnc3c(NCc4ccco4)ncnc32)O1	-1	3	10	-1	12	6	-5	-11
CC(C)NC(=O)c1cc2c(-c3ccc(Cl)cc3)nn(C)c2s1	42	10	38	nt	0	-1	14	nt
O=C(Cc1ccc(Br)cc1)N1CCN(C(=O)c2ccccc2)CC1	nt	0	-7	6	0	1	3	nt
CCOC(=O)C1=C(CCl)NC(=O)NC1c1ccc2c(c1)OCO2 (stereo unspecified)	0	9	6	nt	1	1	21	-3
COC(=O)C1CCN(C2CN(Cc3ccc([N+](=O)[O-])cc3)S(=O)(=O)C2)CC1 (stereo unspecified)	1	5	-5	0	4	0	0	-5
COc1cccc(N2CCN(C(=O)c3cc4c(OC)c(OC)c(OC)cc4[nH]3)CC2)c1	0	2	-4	-6	4	1	14	-3
COc1ccc(OC)c(/C=N/NC(=O)CC(=O)NCc2ccccc2)c1	nt	-3	-3	nt	-7	-6	9	nt
O=C(C[C@@H]1CC[C@@H]2[C@H](COC[C@@H](O)CN2CC2CCCCC2)O1)NCC1CC1	-2	2	5	-7	8	3	7	-2[16.7 µM]
CCc1cccc2c(C(=O)COC(=O)C3=NNC(=O)CC3)c[nH]c12	nt	7	13	nt	nt	2	-4	nt
COc1ccccc1C(=O)Nc1cccnc1	1	-2	-8	5	nt	0	3	-1
COc1ccc(-c2noc(=O)n2Cc2ccc(C#N)cc2)cc1	-1	-5	-3	nt	2	-1	-5	nt
C[C@H]1CN([C@@H](C)CO)C(=O)c2cccc(NC(=O)c3ccncc3)c2O[C@@H]1CN(C)Cc1ccc(Cl)c(Cl)c1	-2	0	18	-12	nt	1	-4	32[16.7 µM]
CCc1ccc(NC(=O)COc2ccc(F)cc2C(=O)c2cnn(-c3ccccc3)c2)cc1	nt	nt	-44	nt	1	4	-47	nt
COc1ccccc1NC(=O)N1CCCCN2[C@H](C1)[C@H](c1ccc(C#Cc3ccccc3)cc1)[C@@H]2CO	-1	9	-10	10	nt	-2	nt	2[16.7 µM]
CN(C)C(=O)c1ccc(-c2ccc([C@@H]3[C@@H](CO)N(C(=O)Cc4ccccn4)[C@H]3C#N)cc2)cc1	-1	-13	8	-13	-2	0	-127	nt
C[C@@H]1CN([C@@H](C)CO)C(=O)Cc2cc(NC(=O)CCCCCC(=O)Nc3ccccc3N)ccc2O[C@H]1CN(C)Cc1ccc(-c2ccccc2)cc1	-1	nt	24	10	nt	5	-9	-9[16.7 µM]
COC(=O)C1=CO[C@@H](O[C@@H]2OC(CO)[C@@H](O)[C@@H](O)[C@@H]2O)C2C1CC[C@]2(C)O (stereo partly specified)	-1	-2	nt	0	nt	1	-3	1
Cn1cc(Br)c(C(=O)NC2CCCCCC2)n1	0	-1	nt	nt	0	4	-13	nt
CCCC#Cc1cnc2c(c1)C(=O)N([C@H](C)CO)C[C@@H](C)[C@H](CN(C)C(=O)Nc1cc(F)ccc1F)O2	1	14	nt	-7	4	2	16	30[16.7 µM]
CCN1[C@@H]2c3ccc(-c4ccccc4F)c(=O)n3C[C@@H]2[C@@H](CO)[C@@H]1C(=O)NC1CCC1	1	-5	nt	nt	nt	1	-1	-3[16.7 µM]
O=C(c1cccnc1)N1CCCCN2[C@@H](CO)[C@@H](c3ccc(C#Cc4cccnc4)cc3)[C@@H]2C1	-1	12	8	11	nt	nt	-10	-7[16.7 µM]
COc1cccc(-c2ncc3ccccc3c2COC(=O)c2cccs2)c1	0	-31	-47	16	-8	8	-7	1
O=C(c1ccoc1)N1CCCC(Nc2ccc(F)c(F)c2)C1 (stereo unspecified)	-1	-10	nt	-5	-1	-6	-9	-3
Cc1ccc(S(=O)(=O)N2CCOCC2)cc1NC(=O)COC(=O)c1cc(=O)[nH]c2ccccc12	-1	-4	-5	-8	10	-4	-2	1
O=C(COC(=O)c1cnc(Cl)c(Cl)c1)NC1CCCCCC1	nt	-7	-4	14	-16	-4	2	nt
Cc1noc(C)c1NC(=O)N1C[C@H](O)COC[C@@H]2O[C@@H](CC(=O)NCC3CC3)CC[C@H]21	54	-11	-10	9	-1	-1	-5	2[16.7 µM]
CCc1ccc2[nH]c(=O)c(CN(Cc3ccco3)C(=S)NCC3CCCO3)cc2c1 (stereo unspecified)	nt	10	0	nt	14	3	3	nt
C[C@H]1CN([C@@H](C)CO)C(=O)Cc2cc(N(C)C)ccc2O[C@@H]1CN(C)C	3	-1	-12	-4	nt	0	5	-3[16.7 µM]
COc1ccc(-c2noc(N3CCC(C(=O)Nc4ccc(F)cc4F)CC3)n2)cc1	4	-59	-173	nt	-23	-1	-36	nt
Cn1ncc([N+](=O)[O-])c1C(=O)Nc1ccc(-c2nc3ccccc3o2)cc1	nt	-6	-79	-3	-14	-1	-87	nt
C[C@@H]1CN([C@@H](C)CO)C(=O)c2cccc(NC(=O)Nc3ccc4c(c3)OCO4)c2O[C@@H]1CN(C)Cc1ccncc1	-5	-22	-30	4	nt	1	7	-4[16.7 µM]
Fc1cccc(-c2ccc(C3[C@@H]4CN(Cc5cncnc5)C[C@H]3N4)cc2)c1 (stereo partly specified)	nt	-6&-2	-3&14	-14&-7	-5&7	nt	-33&49	nt
CCOc1ccc(-n2c(C)nc(O)c2N=Nc2ccccc2)cc1	nt	36	23	nt	-1	2	-3	nt
O=c1[nH]c(=S)[nH]c2c1C(c1ccc(Cl)cc1)OC(C1CCCCC1)C2 (stereo unspecified)	1	22	-2	-16	nt	-3	20	-7
CC(=O)NC[C@@H]1[C@@H](c2ccc(-c3ccccc3F)cc2)[C@H](CO)N1C(C)=O	-2	-11	-21	4	-6	-2	9	-7[16.7 µM]
O=C(CN1c2cccc3cccc(c23)S1(=O)=O)NCCc1ccccc1	-1	8	10	nt	-3	1	5	nt
N#C/C(=C(/O)CCl)c1nc2ccccc2[nH]1	nt	5	39	-28	nt	5	12	nt

Single records, as listed above. Order of values: Cneo AK release	LGR2 inh	PAX8 inh HTS	PGC1a acetyl inh	FN deposition inh	CASP6 VEID inh	EWS-Fli block	miR122 inh
Shown for COc1cccc(-c2ncc3ccccc3c2COC(=O)c2cccs2)c1 : 0	-31	-47	16	-8	8	-7	1
Shown for COC(=O)C1=CO[C@@H](O[C@@H]2OC(CO)[C@@H](O)[C@@H](O)[C@@H]2O)C2C1CC[C@]2(C)O (stereo partly specified) : -1	-2	nt	0	nt	1	-3	1

Limited to LGR2 inh and EWS-Fli block (2 entries from above):
| smiles | LGR2 inh | EWS-Fli block |
| --- | --- | --- |
| COc1ccc(-c2noc(N3CCC(C(=O)Nc4ccc(F)cc4F)CC3)n2)cc1 | -59 | -36 |
| Cn1ncc([N+](=O)[O-])c1C(=O)Nc1ccc(-c2nc3ccccc3o2)cc1 | -6 | -87 |

(more compounds)
SMILES	Cneo AK release	LGR2 inh	PAX8 inh HTS	PGC1a acetyl inh	FN deposition inh	CASP6 VEID inh	EWS-Fli block	miR122 inh
CO[C@@H](CN(C)S(=O)(=O)c1ccc(Cl)cc1)[C@H](C)CN(Cc1ccccc1Cl)[C@@H](C)CO	7	7	nt	-41	4	1	17	nt
CC(=O)c1ccc(N2CCN(C(=O)c3cc(S(=O)(=O)N4CCOCC4)ccc3C)CC2)cc1	-1	-5	9	3	-1	3	-3	5
Cc1noc(C)c1NC(=O)N(C)C[C@@H]1OCCCC[C@@H](C)Oc2ccc(NC(=O)Nc3ccccc3)cc2C(=O)N([C@H](C)CO)C[C@@H]1C	5	-4	5	15	nt	nt	-7	4[16.7 µM]
CCOc1cccc2sc(NC(=O)c3ccc(Br)s3)nc12	-1	9	-33	6	-1	0	-72	-6
CCOC(CCn1c(SCC(=O)NC2CCCC2)nc2ccccc2c1=O)OCC	-10	2	0	nt	3	0	3	nt
O=C(CNC(=O)N1CC(=O)Nc2ccccc21)NCc1cccc(Cl)c1	-1	11	-1	-4	-3	1	0	3
O=C(Nc1cccc(-c2ccc(N3CCOCC3)nn2)c1)c1ccc(Cl)cc1	0	7	-84	-1	-2	-3	-76	5
COc1cc(/C=C/C(=O)O)cc(OC)c1OC	0	8	-18	1	-3	-1	-8	2
Cc1c(C(=O)c2ccc(N(C)C)cc2)c2ccccn2c1CCC#N	0	-8	16	-10	nt	7	-5	7
